Compound activity deposited in PubChem by National Center for Advancing Translational Sciences (NCATS).
Sm TGR inh – blocks Schistosoma mansoni thioredoxin glutathione reductase; Q962Y6; purified TGR, DTNB reduction, TNB absorbance 405 nm; Potency, µM (doses to about 114 µM), for inactives: top-dose activity change, negative = inhibition, hits mostly inhibitors; 360,000 compounds, 3% hits; note: potency is the fitted concentration of half-maximal effect; nearly all actives have a fitted effect of over 60% in size
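First, TGR (20 nM dispensed) and NADPH were mixed with compound. Second, a 15 min room-temperature incubation followed. Third, further NADPH and then DTNB were added to start the reaction. Finally, TNB absorbance was monitored kinetically.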
LmPK inh – blocks Leishmania mexicana pyruvate kinase activity | AID 1721 | 290,000 compounds, 0.37% hits | purified LmPK, Kinase-Glo ATP luminescence, 1 h | Potency, µM (top dose mostly 57.5 µM), for inactives: at the highest dose activity change, negative = inhibition, most hits filed as inhibitors | Q27686; note: potency is the fitted concentration of half-maximal effect
Target sequence (Q27686 whole entry, looked up): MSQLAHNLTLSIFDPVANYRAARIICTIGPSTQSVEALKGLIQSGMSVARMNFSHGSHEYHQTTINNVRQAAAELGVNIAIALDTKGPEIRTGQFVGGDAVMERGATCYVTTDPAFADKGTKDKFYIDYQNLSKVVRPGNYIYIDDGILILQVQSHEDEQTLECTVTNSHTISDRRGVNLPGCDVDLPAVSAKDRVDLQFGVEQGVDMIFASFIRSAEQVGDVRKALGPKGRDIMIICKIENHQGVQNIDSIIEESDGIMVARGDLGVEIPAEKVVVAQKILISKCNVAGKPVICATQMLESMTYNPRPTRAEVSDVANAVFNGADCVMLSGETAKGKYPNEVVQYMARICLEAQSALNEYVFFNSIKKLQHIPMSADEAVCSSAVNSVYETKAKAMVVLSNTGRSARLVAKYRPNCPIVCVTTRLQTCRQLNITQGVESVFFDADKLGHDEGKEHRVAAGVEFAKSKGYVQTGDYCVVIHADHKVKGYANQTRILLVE
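Purified LmPK (0.1 nM) with 0.5 mM PEP and 0.1 mM ADP in imidazole buffer pH 7.2 with MgCl2/KCl, 1 h at room temperature. ATP formed was read by luciferase luminescence and normalized to no-enzyme and uninhibited controls.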
TbPYK inhibitor – blocks Trypanosoma brucei pyruvate kinase. Q57TT1. TbPYK enzyme, Kinase-Glo Plus ATP luminescence, 45 min. Potency, µM (titrated, usually from 76.8 µM), for inactives: top-dose activity, negative = inhibition, actives largely listed as inhibitors. 410,000 compounds, 0.12% hits; note: potency is the fitted concentration of half-maximal effect; nearly all actives have a fitted effect of over 50% in size
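Quantitative HTS: titrated library compounds versus trypanosomal pyruvate kinase in TEA buffer (pH 7.2) containing KCl, MgCl2, BSA and Tween-20. Reactions were initiated with ADP, 130 uM final. Kinase-Glo Plus luminescence was read after 45 min at RT.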
AMA1-RON2 inh – inhibitors of Plasmodium falciparum AMA1-RON2 interaction; Potency, µM (series often up to 58.2 µM), for inactives: top-dose activity change, negative = inhibition, usual class: inhibitors; AlphaScreen AMA1-biotinylated RON2 peptide binding; AID 720542; 360,000 compounds, 0.2% hits;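 note: potency is the fitted concentration of half-maximal effect; 0% = vehicle wells and -100% = peptide control; nearly all actives have a fitted effect of over 45% in size; some results filed as inactive show a strong effect at the top dose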
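AMA1 (3D7) with his tag at 25 nM final met compounds first, then biotinylated RON2 peptide at 25 nM; detection used donor plus acceptor beads, 10 µg/mL apiece, read by AlphaScreen after 30 min at room temperature.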
HCMV inh – human cytomegalovirus inhibition; HFF cells, HCMV-luciferase reporter, 72 h; stronger effect = lower value; activity change, negative = inhibition, % at 57.5 µM; 410,000 compounds, 4.5% hits; in the data active = activity change below about -60%; inconclusive = no clear call, values can overlap the other calls; inactive = above about -39%
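Two-dose cell screen: HFF monolayers treated with compounds and infected with luciferase-expressing HCMV at 1 PFU/cell, 72 h at 37C, then lysed for luciferase measurement.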
AmpC no deterg – blocks E. coli AmpC beta-lactamase in detergent-free assay; AmpC nitrocefin hydrolysis, absorbance 480 nm, 0.0001% Triton; 330,000 compounds, 0.52% hits; Potency, µM (series often up to 57.1 µM), inactives show top-dose activity change, negative = inhibition, usual class: inhibitors; P00811;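 note: potency is the fitted concentration of half-maximal effect; plate controls were no compound for no effect and no enzyme for full effect; nearly all actives have a fitted effect of over 20% in size; some results filed as inactive show a strong effect at the top dose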
Target sequence (P00811 whole entry, looked up): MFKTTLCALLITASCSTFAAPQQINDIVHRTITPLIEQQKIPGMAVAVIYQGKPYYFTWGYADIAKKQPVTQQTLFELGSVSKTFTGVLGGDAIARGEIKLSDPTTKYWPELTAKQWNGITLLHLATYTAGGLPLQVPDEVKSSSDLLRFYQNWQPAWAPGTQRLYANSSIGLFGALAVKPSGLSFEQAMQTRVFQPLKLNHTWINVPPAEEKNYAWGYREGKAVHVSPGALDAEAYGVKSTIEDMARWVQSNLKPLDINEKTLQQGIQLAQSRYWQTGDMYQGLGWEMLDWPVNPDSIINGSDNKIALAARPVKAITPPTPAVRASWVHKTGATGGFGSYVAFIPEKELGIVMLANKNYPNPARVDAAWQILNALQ
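20 mM phosphate pH 7.0 + 0.01% (detergent screen) or 0.0001% Triton X-100; 5.3 nM AmpC reagent; cpd preinc 15 min RT; nitrocefin (800 uM stock) to start; A480 q20 s × 4 min; Activity was normalised to no-enzyme and no-compound control wells.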
AmpC detergent – inhibitors of E. coli AmpC beta-lactamase with detergent. AmpC hydrolysis of nitrocefin, absorbance 480 nm, 0.01% Triton. P00811. AID 485294. 370,000 compounds, 0.041% hits. Potency, µM (doses to about 114 µM), without a hit: at the top dose activity change, negative = inhibition, actives largely listed as inhibitors;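 note: potency is the fitted concentration of half-maximal effect; 0% = no-compound wells and -100% = no-enzyme wells; nearly all actives have a fitted effect of over 25% in size; some results filed as inactive show a strong effect at the top dose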
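AmpC (5.3 nM in the dispensed reagent) in 20 mM phosphate pH 7.0 with 0.01% (detergent screen) or 0.0001% Triton X-100 was preincubated with compounds for 15 min at room temperature. Nitrocefin was then added from an 800 uM solution, and hydrolysis was followed at 480 nm.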
An asterisk follows results filed as active; u = inconclusive; x = not tested or not shown; & = joins results of further samples; [ ] = remark or other dose. Unless noted, calls come from the whole dose curve; as a rule, active = well fitted curve in the direction sought with a large enough effect; inconclusive = small, poorly fitted or top-dose-only effect, or another doubt; inactive = no such curve, though single readings can be large; an effect the other way counts as inactive or inconclusive. Unless noted, % is set by controls: 0 for no effect and ±100 for the full control effect. An unsorted share of the library. About 7.4% of those tested had a hit in this group.

[1] C=CCN=Cc1sc2ccc(OCC)cc2c1O
[2] COC(=O)C1=C(C)OC(N)=C(C#N)C1c1c(C)nn(C)c1C (stereo not given)
[3] C[C@@H](O)CC#Cc1ccc2oc(=O)c(-n3cc(-c4ccsc4)nn3)cc2c1
[4] CCC(=O)N1N=C(c2ccc(C)o2)CC1c1ccc(N(C)C)cc1 (stereo not given)
[5] CC1(C)CC(=O)C=C(Nc2ccccc2)C1
[6] Cc1ccc(NC(=O)CN(C)C(=O)COC(=O)COc2ccc(C#N)cc2)cc1
[7] CN(C(=O)c1ccc(NC(=O)c2ccco2)cc1)c1ccccc1
[8] N#Cc1ccccc1COc1cccc2c1CCCC2O (stereo not given)
screen / no.,1,2,3,4,5,6,7,8
Sm TGR inh,-2.4%,u,-14.4%,-5.5%,-2.9%,1.0%,-26.4%,0.0%
LmPK inh,-3.9%,6.7%,x,-12.8%,-2.0%,x,-28.7%,0.7%
TbPYK inhibitor,x,-5.4%,4.5%,-9.2%,-15.0%,0.1%,-18.8%,3.6%
AMA1-RON2 inh,x,4.9%,0.0%,-17.0%,-0.4%,13.7%,-13.2%,-4.4%
HCMV inh,40.4,12.5,18.9,-2.2,u,-0.9,62.2,u
AmpC no deterg,-19.6%,4.5%,12.4%,28.3%,-9.9%,-1.4%,-20.1%,-24.1%
AmpC detergent,-10.3%,-7.3%,-2.2%,u,1.2%,-8.4%,-14.3%,-0.4%

[9] Nc1cc(Cl)c2nonc2c1[N+](=O)[O-]
[10] CC(C)Cn1cc(C(=O)N2CCC3(CC2)OCCO3)c2c3ccccc3n(C)c2c1=O
[11] COC(=O)[C@@H]1[C@@H](C#N)C2(c3ccccc3-c3ccccc32)N(c2ccc(Cl)cc2)N1C#N
[12] COc1cccc(CN(c2ccccc2C(=O)O)S(=O)(=O)c2ccc(C)cc2)c1
[13] O=C(CN1C(=O)C2C3C=CC(C3)C2C1=O)NC1CCCc2ccccc21 (stereo not given)
[14] COc1cccc(-c2csc(N3CCN(CC(=O)NNC(=O)c4ccco4)CC3)n2)c1
[15] COC(=O)C1=C(C(=O)OC)[C@@H]2N(C)c3ccccc3[C@@]23C[C@@H](C(=O)OC)N(C(=O)c2cccs2)C3=N1
[16] CC1=C(C(N)=O)S(=O)(=O)c2ccccc21
screen / no.,9,10,11,12,13,14,15,16
Sm TGR inh,1.41µM*,0.0%,u,x,15.7%,6.4%,7.4%,u
LmPK inh,0.1%,0.3%,4.8%,x,-0.5%,1.8%,2.1%[11.5 µM],-1.3%
TbPYK inhibitor,1.3%,-6.1%,-25.7%,-3.2%,2.6%,-18.1%,2.1%,-6.6%
AMA1-RON2 inh,-19.9%,-0.4%,u,13.5%,-8.4%,113.5%[activator],8.7%,-2.8%
HCMV inh,-94.6*,24.8,-27.2,8.9,9.0,7.8,35.2,-27.0
AmpC no deterg,-15.4%,74.9%[activator],-26.4%,x,-2.4%,54.2%,130.8%[activator],-18.3%
AmpC detergent,-9.8%,0.3%,-14.4%,x,-1.6%,-2.7%,-3.6%,1.1%

[17] COc1ccccc1/C=C/c1onc(C)c1S(=O)(=O)N1CCC(C(=O)NC(C)C)CC1
[18] CC(C)(C)OC(=O)N1CCN(C(=O)Nc2ccc3c(c2)OCCO3)CC1
[19] CN(C)c1ccc(CNC(=O)CCNS(=O)(=O)c2cc(Br)cnc2N)cc1
[20] CCOC(=O)/C=C/C(=O)OCC(=O)NC(c1ccccc1)c1ccccc1
[21] CCOC(=O)C1CCN(C(=O)COC(=O)c2cc([N+](=O)[O-])ccc2N2CCOCC2)CC1
[22] COCCOCCn1c(/C=C/c2ccccc2)nc2ccccc21
[23] CCCN(CCC)CCCNC(=O)Cn1cnc2sc(C)c(S(=O)(=O)N3CCOCC3)c2c1=O
[24] COC(=O)C1CCCN1C(=O)COc1ccc(Br)cc1Cl (stereo not given)
screen / no.,17,18,19,20,21,22,23,24
Sm TGR inh,-8.3%,5.8%,1.2%,15.8µM*,-0.5%,0.5%,-5.1%,-2.2%
LmPK inh,-1.7%,0.4%,2.5%,0.8%,x,14.1µM*,6.3%,-1.1%
TbPYK inhibitor,-1.2%,2.2%,-17.2%,6.6%,2.7%,-6.9%,-2.5%,-11.4%
AMA1-RON2 inh,0.4%,1.0%,-6.3%,6.7%,12.5%,6.6%,-1.0%,-6.8%
HCMV inh,12.9,-13.8,x,-66.5*,-5.7,12.5,12.1,23.0
AmpC no deterg,52.5%,-11.3%,-8.9%,-9.0%,3.8%,27.7%,-8.4%,0.1%
AmpC detergent,-3.1%,-8.2%,6.1%,-16.2%,u,0.9%,-4.1%,u

[25] CNC(=S)NC1CC2CCCC(C1)N2Cc1ccco1 (stereo not given)
[26] CCC1CN(C(=O)Nc2ccc(C)cc2)c2cc(C)ccc2O1 (stereo not given)
[27] O=C(NCc1ccc2c(c1)OCO2)c1nnc(Cc2ccc(Cl)cc2)o1
[28] CC1(C)S[C@@H]2[C@H](NC(=O)C(C(=O)O)c3ccccc3)C(=O)N2[C@H]1C(=O)O (stereo not given in full)
[29] Cc1ccc(N(CC(=O)NC2CCCC2)C(=O)CCC(=O)Nc2nc(C)cs2)cc1
[30] CCCCn1c(SCC(=O)N2c3ccccc3CCc3ccccc32)nc2c1c(=O)n(C)c(=O)n2C
[31] O=C(Nc1ccc(NS(=O)(=O)c2ccccc2)cc1)c1ccccc1
[32] CC1=C(C(=O)N(C(C)C)C(C)C)CC(CC(=O)NCc2cccs2)C(=O)N1Cc1ccc(F)cc1 (stereo not given)
screen / no.,25,26,27,28,29,30,31,32
Sm TGR inh,5.4%,1.9%[57.1 µM],-4.3%,16.3%,-8.3%,-5.0%,1.5%,x
LmPK inh,-5.7%,1.9%,-0.5%,16.5%,-1.3%,5.0%,-2.6%,x
TbPYK inhibitor,-5.4%,-15.6%,-4.9%,-0.5%,-2.6%,1.7%,1.7%,-7.6%
AMA1-RON2 inh,-0.7%,-2.9%,6.8%,36.7%[activator],-14.7%,-8.6%,-3.5%,10.8%
HCMV inh,-7.5,-10.8,-2.5,x,-6.2,4.9,48.3,-17.0
AmpC no deterg,-6.5%,-6.1%,-16.1%,-28.0%,69.3%[activator],-13.3%,-35.3%,x
AmpC detergent,-4.5%,3.3%,-12.5%,-4.2%,-7.0%,u,0.1%,x

[33] O=C(Cn1cc(SCc2cccc(C(F)(F)F)c2)c2ccccc21)N1CCCCCC1
[34] Clc1cccc(CNCCCSc2ncccn2)c1Cl
[35] Cc1ccccc1CC1(CO)CCCN(C(=O)c2ccccc2Cl)C1 (stereo not given)
[36] CN1C(=O)CCC2(c3ccccc3)CC=C(O)C=C12 (stereo not given)
[37] CCCS(=O)(=O)NC(=O)C1(C)CCCN(C(=O)c2c(F)ccc(C)c2F)C1 (stereo not given)
[38] COCCCNC(=S)NNC(=O)c1cccnc1
[39] O=C(NCCCNC(=O)c1cccs1)c1cccs1
[40] O=C(O)c1cc(Cl)n[nH]c1=O
screen / no.,33,34,35,36,37,38,39,40
Sm TGR inh,1.7%,-0.6%,6.4%[57.1 µM],x,x,7.0%,0.0%,x
LmPK inh,x,-3.3%,-9.2%,x,x,3.4%,-3.7%,x
TbPYK inhibitor,-12.1%,3.3%,-6.7%,1.9%,5.0%,1.7%,u,-6.2%
AMA1-RON2 inh,x,-0.8%,-2.5%,-16.0%,1.1%,40.7%[activator],-12.1%,-3.5%
HCMV inh,35.5,-4.3,u,-20.1,-10.4,29.4,59.6,31.6
AmpC no deterg,x,-0.4%,57.1%,x,x,-7.7%,-14.5%,x
AmpC detergent,14.6%,u,-12.3%,x,x,-0.2%,u,x

[41] CCOC(=O)Cn1c(=O)oc2cc(S(=O)(=O)NC(C)c3ccccc3)ccc21 (stereo not given)
[42] Cc1ccc(S(=O)(=O)NCCc2nnc3ccc(SCC(=O)Nc4c(C)cc(C)cc4C)nn23)cc1
[43] COc1ccc2oc(C(=O)N3CCN(S(=O)(=O)c4c(C)c(C)cc(C)c4C)CC3)c(C)c2c1
[44] Cc1ccccc1OC1CCN(C(=O)c2cc(COc3ccccc3)on2)CC1
[45] Cc1ccc(C)c(C(C)NC(=O)c2ccncc2)c1 (stereo not given)
[46] Cc1nnc(SCCn2c(N3CCCCC3)nc3c2c(=O)[nH]c(=O)n3C)s1
[47] Cc1cccc(-c2oc3ccccc3c2C#CCCCCO)c1
[48] N#Cc1cccc(Oc2ccc(-c3cnc4ccccc4n3)cc2)c1C#N
[49] CCOC(=O)C1(Cc2cccc(OC)c2)CCN(C/C=C/c2ccccc2)CC1
[50] Cc1ccc(NC(=O)C(c2ccccc2)N2CCN(CC(=O)NC3CC3)CC2)cc1Cl (stereo not given)
[51] CCC(CC)C(=O)c1c[nH]c(C(=O)O)c1
screen / no.,41,42,43,44,45,46,47,48,49,50,51
Sm TGR inh,6.1%&1.8%,0.2%,x,-8.7%,0.8%,2.7%,u,-5.2%,0.0%,-2.6%,2.3%
LmPK inh,10.5%,x,x,-20.6%,-5.8%,3.3%,-2.9%,1.9%,-1.7%,x,-4.5%
TbPYK inhibitor,1.2%&-6.9%,2.9%,-1.0%,4.5%,-4.3%,-5.1%,-0.9%,0.5%,4.1%,-8.8%,4.6%
AMA1-RON2 inh,-6.7%,x,60.7%[activator],20.2%,14.3%,-10.8%,5.8%,16.6%,-15.5%,-6.7%,0.0%
HCMV inh,5.3&37.9,17.0,0.0,-6.3,2.9,26.7,11.0,-1.2,-38.5,0.0,20.9
AmpC no deterg,-19.2%,x,x,-9.2%,-0.3%,-10.2%,27.6%,-26.9%,63.6%[activator],165.6%[activator],-9.7%
AmpC detergent,-9.2%&-6.2%,-4.6%,x,6.5%,-13.0%,-9.0%,-11.2%,-13.6%,1.1%,-0.1%,0.5%

Just AMA1-RON2 inh, for two of the compounds above:
cpd	canonical_smiles	AMA1-RON2 inh
17	COc1ccccc1/C=C/c1onc(C)c1S(=O)(=O)N1CCC(C(=O)NC(C)C)CC1	0.4%
18	CC(C)(C)OC(=O)N1CCN(C(=O)Nc2ccc3c(c2)OCCO3)CC1	1.0%
